# EWS-Fli inh: blocks EWS/Fli oncoprotein-driven transcription; A673 NR0B1-luciferase reporter, viability-normalised; inhibition, % at 12.6 µM; 0.67% of 350,000 active;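 active means mean inhibition of at least 50% after viability correction, with every replicate also passing that limit; inconclusive means mean reaches 50% but only one of two replicates passes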;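 further: firefly luciferase signal divided by Alamar Blue viability fluorescence both relative to DMSO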
# ARNT-TACC3 inh: disruptors of human ARNT/TACC3 interaction | Q9Y6A5 | 0.66% of 390,000 active | inhibition, % at 9.99 µM | AlphaScreen His-ARNT PAS-B/GST-TACC3 binding, luminescence; TACC3 fragment carries E629A point mutation;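 active means mean inhibition of replicates at least 50% and at least half of replicates each reaching 50%; inconclusive means half or more replicates reach 50% but mean below 50%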;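 further: 0% = complete ARNT plus TACC3 wells and 100% = ARNT alone without TACC3; many hits fall short of the cut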
# LGR2 antag: blocks bursicon-induced cAMP signaling via Drosophila LGR2. HEK293 LGR2, CRE-luciferase, bursicon-stimulated, 4 h. inhibition, % at 9.99 µM. 0.35% of 380,000 active. AID 720647;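 active means drop in luminescence signal, shown as inhibition above about 50% in the replicate tests, limit read from the data, passing the limit was not always enough; inconclusive means probably only some replicates passing the limit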;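 further: agonist challenge used bursicon conditioned medium at about half maximal strength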
# SIRT5 inh: inhibitors of human sirtuin-5 desuccinylase; 1.1% of 330,000 active; Purified SirT5, succinyl-peptide AMC, trypsin-coupled fluorescence; inhibition, % at 15 µM; Q9NXA8; in the data active means inhibition above about 15%; inconclusive means no clear call, values can overlap the other calls
# Target sequence (Q9NXA8 whole entry, looked up): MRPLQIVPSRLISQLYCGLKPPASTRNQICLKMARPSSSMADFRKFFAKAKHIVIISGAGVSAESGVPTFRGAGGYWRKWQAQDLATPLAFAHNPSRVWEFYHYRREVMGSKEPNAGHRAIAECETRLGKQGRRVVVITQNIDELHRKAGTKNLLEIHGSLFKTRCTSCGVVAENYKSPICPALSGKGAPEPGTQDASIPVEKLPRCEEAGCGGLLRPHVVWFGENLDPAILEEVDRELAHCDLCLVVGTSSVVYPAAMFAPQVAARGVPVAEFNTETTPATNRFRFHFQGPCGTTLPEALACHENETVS
# DENV2 CPE rescue: DENV2-induced cell death inhibition. DENV2-infected cells, cytopathic effect rescue, plate reader. CPE inhibition, % at 9.99 µM. 1.7% of 350,000 active. AID 651640; in the data active means CPE inhibition above about 20%, passing the limit was not always enough; inconclusive means no clear call, values can overlap the other calls; tested in BHK-21 cells;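 further: 0% = median of neutral control wells and 100% = median of positive control wells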
# CASP6 VEID inh: caspase-6 (human) enzyme inhibition. P55212. 0.53% of 350,000 active. AID 686996. inhibition, % at 12.5 µM. purified caspase-6, Z-VEID-R110 cleavage fluorescence;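 active means mean inhibition across replicates at least about 35%, with every replicate also reaching that limit, limit read from the data; inconclusive means only one of the two criteria met; inactive means neither criterion met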;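 further: 0% = median of neutral control wells and 100% = no fluorescence left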
# Target sequence (P55212 24-179 limits assumed): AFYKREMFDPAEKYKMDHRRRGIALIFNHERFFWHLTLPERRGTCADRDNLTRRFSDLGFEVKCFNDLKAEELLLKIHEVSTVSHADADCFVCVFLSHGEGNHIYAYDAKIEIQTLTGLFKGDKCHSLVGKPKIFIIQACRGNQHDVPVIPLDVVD
# Target sequence (P55212 194-293 limits assumed): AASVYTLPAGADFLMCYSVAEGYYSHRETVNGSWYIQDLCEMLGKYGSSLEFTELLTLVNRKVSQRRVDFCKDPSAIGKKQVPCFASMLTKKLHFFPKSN
# PAX8 reporter: PAX8 transcriptional activity inhibition. AID 652154. RMG-I TPO-luciferase reporter, SteadyGlo, 24 h. inhibition, % at 12.6 µM. 1.2% of 360,000 active;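 active means mean replicate inhibition at least 60% with every replicate also reaching 60%; inconclusive means only one of the two criteria is met; inactive means mean below 60% and not all replicates reaching 60%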;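 further: luciferase light reporting Pax8 driven TPO promoter activity; plate controls were median of neutral control wells for no effect and mitoxantrone controls for full effect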
# The depositor's hits bear a star; ? = inconclusive; · = no result given; & = joins results of further samples; ! = not confirmed by another sample.
SMILES,EWS-Fli inh,ARNT-TACC3 inh,LGR2 antag,SIRT5 inh,DENV2 CPE rescue,CASP6 VEID inh,PAX8 reporter
CO[C@@H]1CN(C)C(=O)c2cc(NC(=O)NC3CCCCC3)ccc2OC[C@@H](C)N(CC2CCOCC2)C[C@@H]1C,6&-7,·,1&0,·,10&5,0&-1,-11&-21
Cc1cc(C)c(C(=O)OCC(=O)NCc2cccs2)c(C)c1,-3,-16,-33,-2,·,1,3
COc1ccc(-c2nc(C(N)=O)c3[nH]c(=O)n(-c4ccccc4OC)c3n2)c(OC)c1,2,25,-15,1,-8,0,7
COc1ccccc1CNC(=O)COC(=O)c1cc(S(=O)(=O)N2CCOCC2)ccc1Cl,-4,-3,-8,7,3,3,·
CNC[C@H]1Oc2ccc(NC(=O)Cc3ccccc3)cc2CC(=O)N([C@@H](C)CO)C[C@H]1C,-1,-6,-14,-6,-2,-3,-1
CCN(CC(=O)Nc1ccc(C(=O)OC)cc1)C1CCCCC1,1,-2,-12,3,0,-3,1
Cc1noc(C)c1NC(=O)N(C)C[C@@H]1Oc2ccc(NC(=O)c3ccncc3)cc2C(=O)N([C@H](C)CO)C[C@H]1C,-7,-1,-2,2,3,2,·
O=C(C[C@@H]1CC[C@H]2[C@@H](COC[C@H](O)CN2C(=O)Nc2ccc(F)cc2)O1)NC1Cc2ccccc2C1,9,-12,-6,5,25*,-3,10
CC1=NN(C(=O)c2ccoc2C)C(O)(C(F)(F)F)C1 (centres undefined),-6,7,-1,0,2,3,-24
C[C@H](CO)N1C[C@H](C)[C@@H](CN(C)CC2CCCCC2)Oc2ccc(NC(=O)Nc3cccc4ccccc34)cc2C1=O,9,8,-17,3,0,0,·

# 4 compounds already listed, ordered by formula weight, ascending:
SMILES,EWS-Fli inh,ARNT-TACC3 inh,LGR2 antag,SIRT5 inh,DENV2 CPE rescue,CASP6 VEID inh,PAX8 reporter
Cc1cc(C)c(C(=O)OCC(=O)NCc2cccs2)c(C)c1,-3,-16,-33,-2,·,1,3
COc1ccccc1CNC(=O)COC(=O)c1cc(S(=O)(=O)N2CCOCC2)ccc1Cl,-4,-3,-8,7,3,3,·
CO[C@@H]1CN(C)C(=O)c2cc(NC(=O)NC3CCCCC3)ccc2OC[C@@H](C)N(CC2CCOCC2)C[C@@H]1C,6&-7,·,1&0,·,10&5,0&-1,-11&-21
C[C@H](CO)N1C[C@H](C)[C@@H](CN(C)CC2CCCCC2)Oc2ccc(NC(=O)Nc3cccc4ccccc34)cc2C1=O,9,8,-17,3,0,0,·

# Next structures:
SMILES,EWS-Fli inh,ARNT-TACC3 inh,LGR2 antag,SIRT5 inh,DENV2 CPE rescue,CASP6 VEID inh,PAX8 reporter
O=C(COc1ccc(S(=O)(=O)N2CCCC2)cc1Cl)NCc1cccnc1,6,-6,8,-6,-2,1,9
CC(C)COc1ccc(C(=O)Nc2cc(S(=O)(=O)N3CCOCC3)ccc2N2CCCC2)cc1,5,-1,-5,2,-5,0,-15
Cc1noc(C)c1S(=O)(=O)Nc1ccc2c(c1)CC(=O)N([C@@H](C)CO)C[C@@H](C)[C@H](CN(C)Cc1ccccc1)O2,1,-6,-19,1,17,19,8
CCCN1C[C@@H](C)[C@@H](OC)CN(C)C(=O)c2cc(NC(=O)c3ccccc3F)ccc2OC[C@H]1C,1,-12,9,0,7,-2,5
COc1cccc(C#Cc2cnc3c(c2)C(=O)N([C@H](C)CO)C[C@H](C)[C@H](CN(C)C(=O)C2CCOCC2)O3)c1,-6,-15,-3,3,-1,-5,-18
O=C(COc1cccc2cccnc12)N/N=C/c1ccccc1O,13,7,-13,-4,4,-3,14
COc1ccc(CCc2nnc(CCC(=O)NCCc3ncccc3C)o2)cc1,-25,-2,-8,4,-2,2,-23
COc1ccc(CN2CCNC(=O)C2CC(=O)NC2CCCCC2)c(OC)c1 (centres undefined),·,16,-8,-2,-2,-1,9
Cc1ccccc1C(=O)Nc1c(C(=O)N2CCCC2)cnn1-c1ccccc1,-7,-5,12,-7,·,1,·
CC(=O)Nc1ccc(Sc2ncccc2C(=O)Nc2ccc(F)cc2)cn1,4,0,-2,3,·,0,·
COCCNC(=O)CN(C(=O)CCC(=O)Nc1ccccn1)c1ccc(C)c(C)c1,9,8,2,-1,5,2,0
CN(C(=O)COC(=O)c1ccccc1NCc1ccco1)c1c(N)n(Cc2ccccc2)c(=O)[nH]c1=O,5,0,3,-1,?,10,·
CN1C(=O)c2cccc3c(S(=O)(=O)Nc4ccc(O)c(C(=O)O)c4)ccc1c23,10,13,-4,1,17,17,7
CC(CC(c1ccccc1)N1CCc2ccccc2C1)=NO (centres undefined),5,·,4,·,16,0,7
CN1C(=O)c2cc(NC(=O)C3CCOCC3)ccc2OC[C@@H]2O[C@@H](CC(=O)NC3CCCC3)CC[C@@H]21,6,-1,-5,-4,?,-4,0
COc1ccc(NC(=O)Nc2ccc3c(c2)C(=O)N([C@H](C)CO)C[C@@H](C)[C@@H](CN(C)C(=O)C2CCCCC2)OCCCC[C@H](C)O3)cc1,-16&-3,-24,2&-3,17*!,46*!,-2&-4,-12&4
Cc1ccc(S(=O)(=O)N2CCCCC2)cc1NC(=O)COc1ccccc1,4,-9,14,15,-2,2,·
Cc1c(/C=N/Nc2ccc(F)cc2)c(O)n(C)c(=O)c1C#N,3,·,-19,4,3,12,1
O=C(COC(=O)CC1CCCC1)Nc1ccc(Cl)cc1,6,-8,9,-1,-1,1,-3
CCCNC(=O)Nc1ccc2c(c1)C(=O)N(C)C[C@@H](OC)[C@@H](C)CN[C@@H](C)CO2,-1,5,1,2,19,-1,-6
Cc1ccc2[nH]c3c(=O)n(CC(=O)NCCCN(C)Cc4ccccc4)ncc3c2c1,7,-4,-1,-4,0,·,-3
C[C@H](CO)N1C[C@H](C)[C@@H](CN(C)Cc2ccc(-c3ccccc3)cc2)Oc2ccc(NS(=O)(=O)c3ccccc3)cc2CC1=O,18,1,10,18*,-26,-1,80*
O=C(N/N=C/c1ccc(-c2ccc(Br)cc2)o1)c1ccc2c(c1)OCO2,-12,-5,14,0,8,2,-12
CCCCCCn1c(COc2ccccc2F)nnc1SCC(=O)NC1CCS(=O)(=O)C1 (centres undefined),2,-4,-1,-1,-3,-1,12
O=C(Nc1cccc(-c2nnc(-c3ccco3)o2)c1)c1ccccc1,-8,-1,10,1,5,-2,-34
Nn1c(COc2cccc(Br)c2)nnc1SCC(=O)NCC1CCCO1 (centres undefined),-3,-3,-34,2,-4,2,-29
C[C@@H]1CCCCO[C@H](CN(C)C(=O)CCCN(C)C)[C@H](C)CN([C@H](C)CO)C(=O)c2cc(NC(=O)Nc3cccc4ccccc34)ccc2O1,-2,12,7,5,-2,4,7
Cc1cc(C)c2[nH]c3nc(SCC(=O)O)nnc3c2c1,-8,0,5,2,6,0,8
O=C(Nc1ccc(N2CCCCCC2)cc1)c1cccc(S(=O)(=O)N2CCOCC2)c1,25,·,-1,-7,-8,-3,30
CC(NCc1ccccc1OC1CCCC1)c1ccccc1 (centres undefined),9,-4,1,0,-4,1,1
C/C(=N\NC(=O)CNc1ccccc1)c1ccccc1,-8,0,-7,9,4,0,-12
Cc1ccc(NC(=O)CN(C)C(=O)C(Sc2ccccc2)c2ccccc2)cc1 (centres undefined),13,-1,8,-4,-8,2,8
O=C(NN=Cc1ccc([N+](=O)[O-])cc1)C1CC1,-14,1,-11,2,-1,-6,-27
CC(C)NC(=O)N1[C@H](C#N)[C@@H](c2ccc(C#CC3CCCC3)cc2)[C@@H]1CO,1,9,4,2,1,-2,9
Clc1nc2sccn2c1/C=N/n1cnc2ccccc21,-57,-5,-16,-2,7,1,·
C[C@@H]1CN([C@H](C)CO)C(=O)Cc2cc(NC(=O)Cc3cn(C)c4ccccc34)ccc2O[C@H]1CN(C)CC1CCCCC1,5,4,-5,2,17,-6,·
COc1ccc(CNC(=O)CSc2nnc3c(n2)[nH]c2ccccc23)cc1,-3,5,-12,0,-3,0,-5
O=C(CN1CCN(C/C=C/c2ccccc2)CC1)Nc1cc([N+](=O)[O-])ccc1Cl,·,8,0,·,·,·,-9
O=C(Nc1ccc(F)cc1)N[C@@H]1CC[C@H](CCNS(=O)(=O)c2cccc(Cl)c2)O[C@H]1CO,21,0,13,0,-6,1,-2
CCc1nc2ccc(C(=O)NCCC(C)C)cn2c1N(CC)CCN(C)C,1,·,7,-3,15,-3,7
CCCCn1c(N)c(N(CCOC)C(=O)CSc2ccc([N+](=O)[O-])cc2)c(=O)[nH]c1=O,0,-3,7,0,14,0,4
CC(NC(=O)c1ccccc1C(=O)O)c1ccc(-n2ccnc2)cc1 (centres undefined),1,-3,-14,-1,-3,-1,7
O=C(CN1CCOCC1)N1[C@@H](CO)[C@@H]2c3ccccc3NC[C@@H]21,-5,-1,7,4,-1,-4,-10
O=C(CN1C(=O)NC2(CCCCC2)C1=O)N1CCc2ccccc2C1,-9,-18,25,1,17,-1,-7
C[C@@H]1CN([C@@H](C)CO)C(=O)Cc2cc(NS(=O)(=O)c3ccccc3)ccc2O[C@H]1CN(C)Cc1ccccc1,6,11,6,4,2,2,12
CC(=O)N1[C@H](CO)[C@@H](c2ccc(C3=CCCC3)cc2)[C@@H]1CNC(=O)CN(C)C,5,-1,21,·,0,·,-3
Cc1ccc(N(CCCCN2C(=O)c3ccccc3C2=O)C(=O)c2ccc(Cl)s2)cc1,6,-8,-5,·,·,·,3
C[C@@H]1CN([C@@H](C)CO)C(=O)c2cccc(NS(=O)(=O)c3ccc(F)cc3)c2O[C@@H]1CN(C)CC1CC1,-2,1,-12,-2,-2,1,4
COc1ccc(C2CC(c3ccccc3)=NN2C(=O)COC(=O)c2cccc(O)c2)cc1 (centres undefined),-2,0,12,·,-8,-1,21
CCn1c2ccccc2c2nnc(SCc3ccccc3)nc21,-1,-6,-10,·,-8,-37,21
# Remaining list, next part.
SMILES,EWS-Fli inh,ARNT-TACC3 inh,LGR2 antag,SIRT5 inh,DENV2 CPE rescue,CASP6 VEID inh,PAX8 reporter
O=C(Cn1cnc2c(oc3ccccc32)c1=O)N1CCCC1,-32,-6,-17,0,-7,4,12
COc1ccc(F)cc1S(=O)(=O)N1CCc2ccccc2C1,-1,·,5,-2,8,-3,7
C=CCNc1ccc2c(c1)OC[C@@H](CC(C)C)NS2(=O)=O,-3,·,4,-3,-7,-1,-2
CCC(=O)N1[C@@H](CO)[C@@H](c2ccc(-c3cccnc3)cc2)[C@@H]1CN(CC)C(C)=O,2,-12,-4,-1,-14,3,0
N#Cc1ccccc1OCC(=O)Nc1ccc2c(c1)OCO2,-23,·,-33,2,10,0,-229
O=C(O)C1CC=CCC1C(=O)NCc1ccc(Cl)c(Cl)c1 (centres undefined),-3,3,1,-1,0,0,-5
Cc1ccccc1-c1ccc([C@H]2[C@@H](CO)N3C(=O)CN(C(=O)Nc4ccc(F)cc4)C[C@H]23)cc1,-3,·,-3,1,5,-4,34
C[C@H]1CN([C@@H](C)CO)C(=O)Cc2cc(NC(=O)Nc3cccc4ccccc34)ccc2O[C@H]1CN(C)S(=O)(=O)c1ccc(F)cc1,6,0,5,3,-12,3,25
NC(=O)c1cccc(-c2ccnc3c2CC(C(=O)NCc2ccc(F)c(F)c2)O3)c1 (centres undefined),22,·,-1,-3,-1,2,·
CSc1nc2ccc(NC(=O)c3cccs3)cc2s1,-145,5,-79,·,10,1,-164
CNC(=O)C(NC(=O)c1ccccc1)=C(C)C,6,-9,16,-5,-4,3,25
COc1ccc(C(=O)NCc2ccc(N3CCN(C)CC3)cc2)cc1,-5,-6,5,-5,7,-3,-16
CC1CCC(NC(=O)C2CCN(S(=O)(=O)c3ccc4nc5c(c(C(=O)O)c4c3)CC(C)CC5)CC2)CC1 (centres undefined),16,2,-21,3,?,21,6
COc1ccc(C(O)c2nc(-c3cccc(NC(C)=O)c3)cs2)cc1 (centres undefined),-1,·,-6,0,-2,0,-18
C(=C\c1ccccc1)/CNn1cnnc1,-1,2,2,-4,0,-6,20
Cc1ccc2c(c1)C(=O)C(=O)N2CC(=O)Nc1ccccc1NC(=O)c1ccccn1,40,-4,-11,0,7,1,4
COc1ccc2c3c([nH]c2c1)[C@H](CO)N(C(=O)c1cccnc1)CC31CCN(C(=O)NC(C)C)CC1,-8,·,1,·,-8,·,·
CCOC(=O)c1[nH]c2ccc(F)cc2c1NC(=O)c1ccccc1C(=O)O,-38,-1,-16,-2,5,-2,-70

# Outcome played no part in choosing rows (roughly 4.9% active in at least one column).
